# Screening data: PubChem, several laboratories
# TRPC6 inh: inhibitors of mouse TRPC6 channel; 1.1% of 310,000 active; HEK293-TRPC6, membrane potential dye, ACh-evoked depolarization; active compounds read low; B-score at 10 µM;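 active = B-score under library mean minus 3 SD, initial fluorescence not abnormally high, positive integrated signal ratio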;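 also: B-score derived from integrated fluorescence ratio over the kinetic read; more negative B-score means stronger inhibition of depolarization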
# MrgX1 allo act: allosterically activates human MrgX1 receptor signaling; AID 588675; B-score at 10 µM; MrgX1-HEK293, Fluo-4 calcium flux, FDSS; active compounds read high; 0.63% of 310,000 active; Q96LB2;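 active = plate-corrected calcium response at least 3 library SD above typical, normal starting fluorescence, not activating the receptor alone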;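 also: compound read alongside a low EC10 to EC30 dose of BAM8-22 agonist; peak minus trough fluorescence over baseline measured at the second addition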
# SKKanGAS inh: inhibitors of SKKanGAS S. pyogenes growth in kanamycin (SK-promoter or general growth effect) | 1.3% of 300,000 active | AID 1662 | inhibition, % at 7.5 µM | BacTiter-Glo, 6 h;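 active = mean replicate score, as percent of positive control median, at least 50; inconclusive = mean below 50 but one replicate at or above 50; inactive = mean and every replicate below 50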;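 also: strain carries kanamycin resistance gene driven by streptokinase promoter and grows in 40 µg/ml kanamycin; loss of luminescence reflects streptokinase promoter inhibition or plain growth inhibition; 0% = median of DMSO wells and 100% = positive control at its reference dose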
# RGS4 inh: human RGS4 inhibition; P49798; HEK293 M3R/RGS4 inducible, Fluo-4 calcium flux; active compounds read high; triggered by carbachol at its EC20; B-score at 10 µM; 0.45% of 310,000 active; AID 463165;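 active = B-score, a plate-corrected calcium signal, over three deviations above library mean, with baseline fluorescence within five deviations of library mean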;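 also: RGS4 expression induced by doxycycline in cells with stable M3 receptor; B-score is computed from the integrated fluorescence ratio over baseline after carbachol; higher B-score means a larger calcium signal and so more RGS4 inhibition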
# Target sequence (P49798 whole entry, looked up): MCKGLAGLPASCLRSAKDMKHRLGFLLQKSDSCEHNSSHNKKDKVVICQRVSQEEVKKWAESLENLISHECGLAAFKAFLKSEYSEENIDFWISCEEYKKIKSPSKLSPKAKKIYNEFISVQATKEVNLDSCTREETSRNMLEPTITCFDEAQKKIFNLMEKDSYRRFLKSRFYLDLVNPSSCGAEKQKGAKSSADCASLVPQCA
# HDAC3 inhib: inhibitors of human histone deacetylase 3 | O15379 | recombinant HDAC3, fluorogenic peptide/trypsin coupled, fluorescence | inhibition, % at 8.3 µM | 0.15% of 320,000 active | AID 2718; in the data active = inhibition above about 26%, passing the limit was not always enough; inconclusive = no clear call, values can overlap the other calls
# Target sequence (O15379 whole entry, looked up): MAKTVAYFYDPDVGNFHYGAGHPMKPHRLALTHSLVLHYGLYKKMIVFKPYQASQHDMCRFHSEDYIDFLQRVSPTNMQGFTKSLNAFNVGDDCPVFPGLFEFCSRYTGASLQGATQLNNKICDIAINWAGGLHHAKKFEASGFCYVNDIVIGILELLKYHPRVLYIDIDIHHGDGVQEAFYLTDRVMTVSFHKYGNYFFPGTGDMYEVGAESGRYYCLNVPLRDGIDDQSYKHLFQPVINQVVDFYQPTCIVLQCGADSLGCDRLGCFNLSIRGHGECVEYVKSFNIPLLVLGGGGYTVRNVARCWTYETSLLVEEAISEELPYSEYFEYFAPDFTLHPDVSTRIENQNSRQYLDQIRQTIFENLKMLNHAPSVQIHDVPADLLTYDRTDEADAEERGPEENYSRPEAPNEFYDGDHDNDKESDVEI
# MrgX1 antag: antagonists of human MrgX1 receptor. Q96LB2. 1.3% of 310,000 active. B-score at 10 µM. AID 588676. MRGX1-HEK293 calcium flux, Fluo-4, BAM8-22 antagonism; active compounds read low;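 active = calcium-response B-score plate-corrected more than 3 library SD below zero, starting fluorescence within 5 deviations, no agonist response on first addition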;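 also: peak minus trough fluorescence over baseline after final BAM8-22 challenge near maximal dose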
# RGS4 pot: RGS4 potentiation or activation; B-score at 10 µM; HEK293 M3R/inducible RGS4, carbachol calcium flux Fluo4; active compounds read low; 0.92% of 310,000 active;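 active = B-score of the integrated calcium signal more than 4 SD below the library mean, with starting fluorescence not abnormally high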;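 also: negative B-score means reduced calcium response which marks RGS4 activation or potentiation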
#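 Test system: HEK293 cells with stable M3R and inducible RGS4; also added: carbachol at ECmax as muscarinic agonist stimulus; schedule: dye loading 30 min 37 °C, buffer rest 30 min RT; technique: kinetic calcium fluorescence imaging with Fluo4-AM dye, 2 µM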
# ANO1 activ: mouse TMEM16A channel activation, primary screen | Q8BHY3 | AID 623877 | HEK293 TMEM16A/YFP-H148Q/I152L, iodide quench fluorescence; active compounds read low | B-score at 10 µM | 0.3% of 340,000 active;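 active = fluorescence-ratio B-score plate-corrected deviation score at least 3 library SD below zero, with starting fluorescence score within 5 deviations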;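 also: channel opened by trigger with iodide after compound preincubation; score built on the fluorescence ratio of max minus min over baseline; more negative score means more quench and so TMEM16A activation or potentiation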
# ANO1 block: blocks the mouse calcium-activated chloride channel TMEM16A; Q8BHY3; HEK293 TMEM16A/YFP iodide influx fluorescence, ionomycin; normalized B-score (activity score, 25-100; higher = stronger inhibition) at 10 µM; 1.2% of 310,000 active; AID 588511;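 active = ratio plate-corrected score three or more library SD toward inhibition, starting fluorescence score within five deviations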;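 also: score derived from kinetic fluorescence span divided by baseline fluorescence per well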
# TRPC6 activator: activators of mouse TRPC6 channel | AID 2550 | Q61143 | HEK293-TRPC6 membrane potential dye fluorescence; active compounds read high | B-score at 10 µM | 0.13% of 310,000 active;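 active = B-score of the integrated fluorescence ratio above library mean plus 3 SD, and starting fluorescence ratio within library mean plus 5 SD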;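 also: higher score means more depolarization so channel activation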
# MrgX1 ag: human MrgX1 receptor agonism, primary screen; 0.44% of 310,000 active; Q96LB2; MrgX1-HEK293 cells, Fluo-4 calcium fluorescence, agonist mode; active compounds read high; B-score at 10 µM; AID 588627;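 active = calcium response B-score plate-corrected fluorescence ratio at least 3 library SD, with starting fluorescence B-score inside 5 SD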
#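 Material – MrgX1-expressing HEK293 cells · Input – 15,000 cells seeded per well · Dosing – compound as first of three additions · Times – overnight seeding, then 1 h dark dye loading · Measured by – kinetic Fluo-4 NW fluorescence of intracellular calcium · Read-out – B-scored fluorescence response ratio · Benchmarks – positive and negative control wells on each plate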
# * hit, by the source's call; i = inactive; ? = inconclusive; · = no result given.
SMILES,TRPC6 inh,MrgX1 allo act,SKKanGAS inh,RGS4 inh,HDAC3 inhib,MrgX1 antag,RGS4 pot,ANO1 activ,ANO1 block,TRPC6 activator,MrgX1 ag
C=CCn1c(SCC(=O)Nc2ccc(OC)cc2)nc2ccccc2c1=O,i,i,1.0,i,0.0,i,i,i,i,i,i
CCOC(=O)c1cnc(COc2ccccc2Cl)[nH]c1=O,i,i,4.1,i,·,i,i,i,i,i,i
CCN(C(=O)c1cc2ccccc2oc1=O)c1ccccc1,i,i,-0.4,i,7.1,i,i,i,i,i,i
O=C(CSc1nc(O)cc(=O)n1-c1ccc(Cl)c(Cl)c1)Nc1ccc(Cl)cc1Cl,i,i,23.4,i,1.5,i,i,i,i,i,i
O=C(N/N=C/c1ccc(O)c([N+](=O)[O-])c1)C(O)(c1ccccc1)c1ccccc1,i,i,6.6,i,-7.0,i,i,i,i,i,i
CCOc1ccccc1-n1c(SCC(N)=O)nnc1-c1ccco1,i,i,-12.5,i,1.8,i,i,i,i,i,i
C=C(C)CSc1nnc(-c2ccc(C)cc2)n1N,i,i,5.1,i,-6.9,i,i,i,i,i,i
O=C(Nc1ccc(Cl)cc1)NC1CCCCC1Cc1ccco1 (stereo not drawn),i,15.2*,37.3,i,7.1,i,i,i,100*,i,i
CCCC(=O)Nc1cc(-c2cn3cccnc3n2)ccc1OC,i,i,0.4,i,-1.6,i,i,i,i,i,i
Cc1cc(NS(=O)(=O)c2ccccc2)c([N+](=O)[O-])cc1C,i,i,-4.4,i,-0.7,i,i,i,i,i,i
O=C(Nc1cccc(C(F)(F)F)c1)c1cc(S(=O)(=O)N2CCCCC2)ccc1N1CCOCC1,i,i,10.1,i,6.2,i,i,i,i,i,i
CC1CC(C)CN(c2ncc3c(n2)CC(c2ccccc2Cl)CC3=O)C1 (stereo not drawn),i,i,62.6*,i,0.3,i,i,i,i,i,i
COC(=O)c1ccc(S(=O)(=O)N2CCCCCC2)n1C,-5.43*,i,-4.3,i,-1.1,i,i,i,i,i,i
CC(C)(C)c1ccccc1NC(=O)COC(=O)CN1C(=O)NC2(CCCC2)C1=O,i,i,-0.7,i,-5.3,i,i,i,i,i,i
COc1ccc2c(COC(=O)CCS(=O)(=O)c3ccc(C)cc3)cc(=O)oc2c1,-5.34*,i,-4.8,i,-2.7,i,i,i,i,i,i
O=C(NNC(=O)c1ccc([N+](=O)[O-])cc1)NC1CCCCC1,i,i,-1.8,i,6.6,i,i,i,i,i,i
COc1ccc(/C=C2\SC(=O)N(CCC(=O)N3CCCCC3)C2=O)cc1OC,i,i,-3.8,i,-3.0,i,i,i,i,i,i
CCOC(=O)N1CCN(Cc2nc3c(c(=O)[nH]c(=O)n3C)n2CCCc2ccccc2)CC1,i,i,-4.5,i,-4.0,i,i,i,i,i,i
COc1ccc(C(=O)Nc2c(N)nc(SCC(=O)c3ccccc3)[nH]c2=O)cc1,i,i,2.4,i,7.3,i,i,i,i,i,i
CCSC(=N)N,·,i,·,·,-0.3,i,·,i,i,·,i
CCOc1c2ccccc2nn1CCOC,·,i,·,·,1.8,i,·,i,i,·,i
CC1(C)Cc2ccccc2-c2nc(NCCCO)[nH]c(=O)c21,i,i,-5.4,i,·,i,i,i,i,i,i
CC(=O)N1CCC(N(CCN2CCOCC2)C(=S)Nc2cccc(C)c2C)CC1,i,i,3.8,i,-0.9,i,i,i,i,i,i
CCc1ccc(CN2CCC(Oc3ccc(C(=O)N4CCCC4)cc3)CC2)cc1,i,i,-1.1,i,-1.1,i,i,i,i,i,i
OC(COC(c1ccccc1)c1ccccc1)CN1CCOCC1 (stereo not drawn),i,i,-8.6,i,5.8,i,i,i,i,i,i
O=C(/C=C/c1ccc(Cl)cc1)NCc1cccs1,i,i,-7.4,i,1.4,i,i,i,i,i,i
CCOc1ccc(S(=O)(=O)N2CCN(S(=O)(=O)c3ccc(C)c(C)c3)CC2)cc1,i,·,-6.2,i,·,·,i,i,·,i,·
O=C(Nc1ccc2oc(-c3cccnc3)nc2c1)c1ccc2c(c1)OCCO2,i,i,1.6,i,2.0,i,i,i,i,i,i
COc1ccccc1C1(O)CCN(C(=O)c2cccs2)CC1,i,i,-0.2,i,3.5,i,i,i,i,i,i
Cc1cccc(C2c3[nH]c4ccccc4c3CCN2C(=O)c2nn(C)c(=O)c3ccccc23)n1 (stereo not drawn),i,i,10.0,i,-2.5,i,i,i,i,i,i
O=C(O)CN1CCc2ccccc2C1,i,i,-4.6,i,-2.3,i,i,i,i,i,i
Cc1ccc(S(=O)(=O)c2nc(Nc3nccs3)sc2Cl)cc1,i,i,20.1,i,1.0,i,i,i,i,i,i
CC#CCCc1nc2ccccc2c(=O)n1N,i,i,-2.3,i,1.1,-5.99*,i,i,i,i,i
COc1ccccc1NC(=O)C1Cc2ccccc2CN1C(=O)c1ccco1 (stereo not drawn),i,i,4.7,i,-0.2,i,i,i,i,i,i
COc1ccc(CNS(=O)(=O)c2cccc(S(=O)(=O)N3CCOCC3)c2)cc1,i,i,11.5,i,-0.6,i,i,i,i,i,i
CN(C1CCCCC1)S(=O)(=O)c1cc2c3c(c1)CCN3C(=O)CC2,i,i,-3.5,i,?,i,i,i,i,i,i
COc1ccc(C(C(=O)NC2CCCC2)N(CCN2CCOCC2)C(=O)c2ccc(OC)c(OC)c2)cc1 (stereo not drawn),i,i,-4.0,i,-0.8,i,i,i,i,i,i
CCc1c(C(=O)NCCc2ccc(OC)c(OC)c2)[nH]c(C)c1C(C)=O,i,i,-8.6,i,0.7,i,i,i,i,i,i
CCCCOc1ccc(S(=O)(=O)NNC(=O)C2Cc3c(ccc4ccccc34)O2)cc1 (stereo not drawn),i,i,19.1,i,7.7,i,i,i,i,i,i
Cc1noc(/C=C/N(C)C)c1S(=O)(=O)N1CCc2ccccc21,·,i,·,·,·,i,·,i,i,·,i
Cc1nc(SCC(=O)c2ccc(F)cc2)n[nH]1,i,i,5.8,i,5.1,i,i,i,i,i,i
O=C(NCc1ccncc1)c1ccc(NS(=O)(=O)c2ccccc2)cc1,i,i,-10.6,i,5.5,i,i,i,i,i,i
Cc1ccc(OC(=O)C2c3ccccc3Oc3ccccc32)cc1C,i,i,8.6,i,-1.6,i,-7.76*,i,i,i,i
Cc1ccc(S(=O)(=O)C2(C(=O)Nc3ccc(C(C)C)cc3)CC2)cc1,i,i,-5.7,i,-6.9,i,i,i,i,i,i
Cc1ccc(-c2c3c(=O)n(C)c(=O)n(C)c3cn2N2CCOCC2)cc1,i,i,1.6,i,-0.9,i,i,i,i,i,i
CS(=O)(=O)c1ccc(-c2nnc(NC(=O)C3=COCCO3)o2)cc1,i,i,2.8,i,1.7,i,i,i,i,i,i
CCOC(=O)c1c(C)[nH]c(C(=O)COC(=O)c2[nH]c(C)c(C(C)=O)c2C)c1C,i,i,1.0,i,-3.0,i,i,i,i,i,i
COCCNC(=O)CCn1nc(-c2ccc(C)cc2)ccc1=O,i,i,-0.7,i,-11.1,i,i,i,i,i,i
CN1CCN(C(=S)NC(=O)c2cccc([N+](=O)[O-])c2)CC1,i,i,-1.5,i,-3.0,i,i,i,i,i,i
COc1cccc(NC(=O)CCN2C(=O)c3cccc([N+](=O)[O-])c3C2=O)c1,i,i,0.3,i,-2.4,i,i,i,i,i,i
CCOC1=C/C(=C/c2c(N)n3nc(CC(=O)N4CCCCC4)sc3nc2=O)C=CC1=O,i,i,3.4,i,1.7,i,i,i,i,i,i
O=C(CCCN1C(=O)/C(=C/c2cccs2)SC1=S)NNC(=O)c1ccncc1,i,i,17.3,i,0.2,i,i,i,i,i,i
Cn1c(NCCO)nc2c1c(=O)n(Cc1cccc(Cl)c1)c(=O)n2C,i,i,-4.7,i,1.4,i,i,i,i,i,i
